# Bioassay records: PubChem, Broad Institute
# Mtb BioA inh: M. tuberculosis BioA enzyme inhibitors, primary screen, biochemical, plate reader, single point, HTS | 7,8-diaminopelargonic acid synthase BioA (Mycobacterium tuberculosis) | purified M. tuberculosis BioA enzyme | inhibition, % at 9.99 µM | 360,000 tested, 0.096% active; in the data active = inhibition above about 40%
# * hit, by the source's call. These rows are one share of the data; count on the stated rates, not on these rows.
Compound,Mtb BioA inh
Cc1nn(C)cc1NC(=O)C[C@@H]1CC[C@@H]2[C@@H](COc3ccc(NC(=O)C(C)C)cc3C(=O)N2C)O1,-6.2
CCCNC(=O)Nc1ccc2c(c1)OC[C@H](C)N(C(=O)c1ccccc1F)C[C@@H](C)[C@@H](OC)CN(C)C2=O,7.2
N#C[C@H]1[C@@H](c2ccc(C#CC3CCCCC3)cc2)[C@H](CO)N1C(=O)Cc1ccccn1,3.1
COc1ccccc1C#Cc1cnc2c(c1)C(=O)N([C@@H](C)CO)C[C@@H](C)[C@H](CN(C)C(=O)CC1CC1)O2,-0.7
C[C@@H]1CN([C@@H](C)CO)C(=O)c2cc(-c3ccc(F)cc3)cnc2O[C@H]1CN(C)Cc1cncnc1,-2.7
CCc1cnc(N2[C@H](C#N)[C@@H](c3ccc(C#CC(C)C)cc3)[C@@H]2CO)s1,1.4
C[C@@H]1CN([C@H](C)CO)C(=O)c2cccc(NC(=O)c3cnccn3)c2O[C@@H]1CN(C)Cc1ccccc1,-0.1
CO[C@@H](CN(C)S(=O)(=O)c1cn(C)cn1)[C@H](C)CN(C(=O)Nc1ccc(C(F)(F)F)cc1)[C@@H](C)CO,0.4
C/C=C/c1ccc2c(c1)O[C@H](CN(C)C(=O)Cc1ccncc1)[C@@H](C)CN([C@@H](C)CO)S2(=O)=O,-0.8
CCS(=O)(=O)N1CCCCN2[C@H](CO)[C@H](c3ccc(-c4ccc(C(=O)N(C)C)cc4)cc3)[C@H]2C1,1.0
C[C@H](CO)N1C[C@H](C)[C@@H](CN(C)C(=O)Nc2ccccc2)OCCCC[C@H](C)Oc2ccc(NC(=O)Cc3ccccc3)cc2C1=O,-0.7
C[C@@H]1CN([C@@H](C)CO)C(=O)Cc2cc(NC(=O)NC3CCCCC3)ccc2O[C@H]1CN(C)C(=O)Nc1ccccc1,-1.0
C[C@@H]1CN([C@H](C)CO)C(=O)c2cc(NS(=O)(=O)c3cccs3)ccc2O[C@@H]1CN(C)Cc1ccc(C(F)(F)F)cc1,1.1
Cc1ccccc1-c1ccc([C@H]2[C@@H](CO)N3CCCCN(S(C)(=O)=O)C[C@H]23)cc1,2.8
COc1ccc(S(=O)(=O)Nc2ccc3c(c2)C(=O)N([C@H](C)CO)C[C@@H](C)[C@H](CN(C)S(=O)(=O)c2c(C)noc2C)OCCCC[C@@H](C)O3)cc1,-1.8
C[C@H]1CN([C@@H](C)CO)C(=O)c2cc(-c3ccc(C#N)cc3)cnc2O[C@H]1CN(C)Cc1ccncc1,-0.2
CC=Cc1ccc2n(c1=O)C[C@H]1[C@H](CO)[C@@H](C(=O)Nc3ccc(-c4ccccc4)cc3)N(CC)[C@@H]21 (mixture of isomers),-2.5
C[C@H](CO)N1C[C@H](C)[C@@H](CN(C)C(=O)C2CCCCC2)OCCCC[C@H](C)Oc2ccc(NC(=O)NC3CCCCC3)cc2C1=O,-1.0
COc1ccc(C#Cc2ccc3c(c2)O[C@@H](CN(C)S(=O)(=O)c2ccccc2F)[C@@H](C)CN([C@H](C)CO)S3(=O)=O)cc1,0.8
Cc1noc(C)c1NC(=O)N(C)C[C@H]1Oc2ccc(NS(=O)(=O)c3ccccc3)cc2C(=O)N([C@@H](C)CO)C[C@@H]1C,0.9
CNC[C@H]1Oc2ccc(NS(=O)(=O)c3ccc(Cl)cc3)cc2CC(=O)N([C@@H](C)CO)C[C@@H]1C,2.0
CCNC(=O)C[C@H]1CC[C@@H]2[C@H](COc3ccc(NC(=O)C4CCOCC4)cc3C(=O)N2C)O1,-0.8
COc1ccccc1NC(=O)N[C@H]1CC[C@H](CCNC(=O)c2ccc3c(c2)OCO3)O[C@@H]1CO,1.0
Cc1ccc(S(=O)(=O)N[C@H]2CC[C@@H](CC(=O)NC3CCCCC3)O[C@@H]2CO)cc1,-1.8
C[C@@H]1CCCCO[C@@H](CN(C)C(=O)Nc2ccc(C(F)(F)F)cc2)[C@H](C)CN([C@@H](C)CO)C(=O)c2cc(N(C)C)ccc2O1,-0.8
COCC(=O)Nc1ccc2c(c1)OC[C@@H](C)N(Cc1cc(F)ccc1F)C[C@H](C)[C@@H](OC)CN(C)C2=O,0.0
COc1ccccc1C(=O)Nc1ccc2c(c1)OC[C@@H](C)NC[C@H](C)[C@@H](OC)CN(C)C2=O,-0.5
Cc1noc(C)c1S(=O)(=O)N(C)C[C@H]1OCCCC[C@H](C)Oc2ccc(NC(=O)Nc3ccc4c(c3)OCO4)cc2C(=O)N([C@@H](C)CO)C[C@@H]1C,-4.4
COc1ccc(CN(C)C[C@H]2Oc3c(NC(=O)Nc4ccc(C(F)(F)F)cc4)cccc3C(=O)N([C@H](C)CO)C[C@@H]2C)cc1,-0.9
COc1ccccc1NC(=O)N[C@@H]1CC[C@H](CCNC(=O)Cc2ccccn2)O[C@@H]1CO,-2.3
C[C@@H]1CN([C@@H](C)CO)C(=O)Cc2cc(NS(=O)(=O)c3cn(C)cn3)ccc2O[C@@H]1CN(C)Cc1ccncc1,-3.4
C[C@@H]1CN([C@H](C)CO)C(=O)c2cccc(NS(C)(=O)=O)c2O[C@@H]1CN(C)Cc1ccccc1,1.0
C[C@H](NC(=O)C[C@@H]1C[C@@H]2c3cc(NC(=O)NC4CCCC4)ccc3O[C@@H]2[C@@H](CO)O1)c1ccccc1,-1.7
O=C(C[C@@H]1CC[C@H]2[C@@H](COC[C@@H](O)CN2C(=O)Nc2ccc(Cl)c(Cl)c2)O1)NC1CCC1,0.6
CC(C)CC#Cc1ccc2c(c1)O[C@H](CN(C)C(=O)NC(C)C)[C@H](C)CN([C@H](C)CO)S2(=O)=O,-0.6
O=C(Nc1ccccc1F)N[C@H]1CC[C@@H](CCNS(=O)(=O)c2ccc(F)cc2)O[C@@H]1CO,0.9
CN1[C@@H]2Cn3c(ccc(C4=CCCCC4)c3=O)[C@H]1[C@@H](C(=O)NCc1cccc(F)c1)[C@@H]2CO,-0.3
C[C@H](CO)N1C[C@H](C)[C@@H](CN(C)C(=O)Nc2cccc3ccccc23)Oc2ccc(NC(=O)NC3CCCCC3)cc2CC1=O,-0.1
CNC[C@@H]1Oc2cc(-c3cccc(C(=O)N(C)C)c3)ccc2S(=O)(=O)N([C@H](C)CO)C[C@H]1C,-3.3
COc1ccccc1CN1C[C@@H](C)[C@H](OC)CN(C)C(=O)c2ccc(NC(C)=O)cc2OC[C@@H]1C,-0.4
CN(C)CC(=O)N[C@H]1CC[C@H](CC(=O)NCc2ccccc2F)O[C@@H]1CO,-1.7
CO[C@@H]1CN(C)C(=O)c2ccc(NC(C)=O)cc2OC[C@H](C)N(CC2CC2)C[C@@H]1C,-1.0
COCC(=O)N1C[C@@H](C)[C@@H](OC)CN(C)C(=O)c2ccc(NC(=O)C3CCC3)cc2OC[C@@H]1C,0.7
CC(C)CC#Cc1ccc2c(c1)O[C@H](CN(C)S(=O)(=O)c1cccc(F)c1)[C@@H](C)CN([C@H](C)CO)S2(=O)=O,-1.0
Cc1ccc(S(=O)(=O)Nc2ccc3c(c2)CC(=O)N([C@@H](C)CO)C[C@H](C)[C@H](CN(C)C(=O)Nc2ccc(C(F)(F)F)cc2)O3)cc1,0.2
COc1ccc(S(=O)(=O)N[C@H]2CC[C@@H](CCn3cc(-c4ccccc4F)nn3)O[C@H]2CO)cc1,2.9
COc1cccc(C(=O)Nc2ccc3c(c2)C(=O)N(C)C[C@H](OC)[C@@H](C)CN(C(C)=O)[C@H](C)CO3)c1,1.3
Cc1ccc(S(=O)(=O)N(C)C[C@H]2Oc3c(NC(=O)Nc4ccc(C(F)(F)F)cc4)cccc3C(=O)N([C@H](C)CO)C[C@H]2C)cc1,-0.3
C[C@H](CO)N1C[C@H](C)[C@@H](CN(C)Cc2ccc(Cl)c(Cl)c2)OCCCC[C@H](C)Oc2ccc(NC(=O)Nc3ccc4c(c3)OCO4)cc2C1=O,-4.0
CCC(=O)N(CC)C[C@@H]1[C@@H](c2ccc(-c3cccnc3)cc2)[C@H](CO)N1C(C)=O,2.3
O=C(C[C@@H]1C=C[C@@H](NS(=O)(=O)c2ccc(F)cc2)[C@@H](CO)O1)NCCc1ccncc1,-0.2
C[C@H](CO)N1C[C@H](C)[C@@H](CN(C)C(=O)Cc2ccccc2)OCCCC[C@H](C)Oc2ccc(NC(=O)Nc3ccc(F)cc3)cc2C1=O,1.2
COCCNC(=O)C[C@H]1C[C@H]2c3cc(NC(=O)Nc4ccccc4)ccc3O[C@H]2[C@@H](CO)O1,-0.3
COC(=O)[C@@H]1[C@@H](CO)[C@@H]2Cn3c(ccc(-c4cccc(OC)c4)c3=O)[C@@H]2N1CC1CC1,1.2
COc1ccccc1CNC(=O)C[C@@H]1CC[C@H]2[C@@H](COc3ccc(NC(C)=O)cc3C(=O)N2C)O1,1.0
O=C(C[C@@H]1C=C[C@H](NC(=O)Nc2cccc(F)c2)[C@@H](CO)O1)NCC1CC1,-0.2
COCC#Cc1ccc2c(c1)O[C@H](CN(C)C(=O)COC)[C@H](C)CN([C@@H](C)CO)S2(=O)=O,-3.7
Cc1noc(C)c1S(=O)(=O)N(C)C[C@@H]1OCCCC[C@@H](C)Oc2ccc(NC(=O)C3CCCCC3)cc2C(=O)N([C@H](C)CO)C[C@H]1C,-0.9
COCC#Cc1ccc2c(c1)O[C@@H](CN(C)Cc1ccccn1)[C@@H](C)CN([C@H](C)CO)S2(=O)=O,0.5
O=C(C[C@@H]1C=C[C@@H](NC(=O)Cc2cccnc2)[C@H](CO)O1)Nc1ccccc1,-2.1

# The results go on.
Compound,Mtb BioA inh
COC(=O)[C@H]1[C@H](CO)[C@H]2Cn3c(ccc(-c4ccccc4F)c3=O)[C@H]2N1Cc1ccccc1,1.6
CN(C)C(=O)C[C@H]1C[C@H]2c3cc(NC(=O)NC4CCCC4)ccc3O[C@H]2[C@H](CO)O1,0.7
N#Cc1cccc(-c2ccc([C@H]3[C@@H](CO)N4CCCCN(C(=O)Nc5ccccc5)C[C@H]34)cc2)c1,-4.2
CC(C)NC(=O)NCC[C@@H]1CC[C@H](NC(=O)CCN2CCCCC2)[C@@H](CO)O1,-2.5
C[C@H](CO)N1C[C@H](C)[C@H](CN(C)S(C)(=O)=O)OCc2ccccc2-c2ccccc2C1=O,-2.3
Cc1ccccc1S(=O)(=O)N[C@@H]1CC[C@@H](CCn2cc(-c3ccccc3)nn2)O[C@@H]1CO,-3.4
CCCN(C)C[C@@H]1Oc2cc(C#Cc3ccccc3OC)ccc2S(=O)(=O)N([C@H](C)CO)C[C@@H]1C,0.3
O=C([C@@H]1[C@@H](CO)[C@@H]2Cn3c(ccc(C4=CCCCC4)c3=O)[C@@H]2N1Cc1nccs1)N1CCCCC1,-0.2
C[C@H]1CN([C@@H](C)CO)C(=O)c2cccc(NC(=O)Nc3ccc(F)cc3)c2O[C@H]1CN(C)Cc1ccncc1,-1.8
CO[C@H]1CN(C)C(=O)c2ccc(NC(=O)Nc3ccc4c(c3)OCO4)cc2OC[C@H](C)NC[C@H]1C,-0.3
CN(C)C(=O)c1ccc(-c2ccc([C@@H]3[C@@H](C#N)N(S(C)(=O)=O)[C@H]3CO)cc2)cc1,-0.1
O=C(C[C@@H]1CC[C@H](NS(=O)(=O)c2ccc(F)cc2)[C@@H](CO)O1)N1CCc2ccccc2C1,1.3
C[C@H](O)C#Cc1ccc([C@H]2[C@H](CO)N3CCCCN(CC4CCOCC4)C[C@@H]23)cc1,-4.5
COCC#Cc1cnc2c(c1)C(=O)N([C@@H](C)CO)C[C@@H](C)[C@@H](CN(C)C(=O)Nc1ccccc1F)O2,-2.3
Cc1ccc(S(=O)(=O)N2CC[C@@H]3[C@H]2c2cc(C#Cc4ccc(F)cc4)ccc2N[C@@H]3CO)cc1,-3.3

# 7 compounds already listed, ordered by molar mass, rising.
Compound,Mtb BioA inh
C[C@H](O)C#Cc1ccc([C@H]2[C@H](CO)N3CCCCN(CC4CCOCC4)C[C@@H]23)cc1,-4.5
N#C[C@H]1[C@@H](c2ccc(C#CC3CCCCC3)cc2)[C@H](CO)N1C(=O)Cc1ccccn1,3.1
CN1[C@@H]2Cn3c(ccc(C4=CCCCC4)c3=O)[C@H]1[C@@H](C(=O)NCc1cccc(F)c1)[C@@H]2CO,-0.3
O=C(C[C@@H]1CC[C@H](NS(=O)(=O)c2ccc(F)cc2)[C@@H](CO)O1)N1CCc2ccccc2C1,1.3
CC=Cc1ccc2n(c1=O)C[C@H]1[C@H](CO)[C@@H](C(=O)Nc3ccc(-c4ccccc4)cc3)N(CC)[C@@H]21 (mixture of isomers),-2.5
Cc1ccc(S(=O)(=O)N(C)C[C@H]2Oc3c(NC(=O)Nc4ccc(C(F)(F)F)cc4)cccc3C(=O)N([C@H](C)CO)C[C@H]2C)cc1,-0.3
C[C@H](CO)N1C[C@H](C)[C@@H](CN(C)C(=O)Cc2ccccc2)OCCCC[C@H](C)Oc2ccc(NC(=O)Nc3ccc(F)cc3)cc2C1=O,1.2

# Additional records follow:
Compound,Mtb BioA inh
Cc1noc(C)c1NC(=O)Nc1ccc2c(c1)C(=O)N([C@H](C)CO)C[C@@H](C)[C@@H](CN(C)S(=O)(=O)c1ccc(F)cc1)OCCCC[C@H](C)O2,-1.1
COc1ccc(NC(=O)N(C)C[C@H]2Oc3ncc(C#CC(C)C)cc3C(=O)N([C@H](C)CO)C[C@@H]2C)cc1,2.3
CN(C)CC#Cc1ccc([C@H]2[C@@H](CO)N3CCCCN(C(=O)Nc4ccc(F)cc4)C[C@H]23)cc1,4.5
CO[C@H]1CN(C)C(=O)c2ccc(NC(=O)C3CCC3)cc2OC[C@H](C)N(Cc2ccncc2)C[C@@H]1C,-0.9
Cc1ccc(S(=O)(=O)N(C)C[C@@H]2Oc3ccc(NC(=O)Nc4ccc(F)cc4)cc3C(=O)N([C@@H](C)CO)C[C@H]2C)cc1,0.5
CCS(=O)(=O)N1CCCCN2[C@H](CO)[C@@H](c3ccc(C#Cc4ccccn4)cc3)[C@@H]2C1,0.6
